Scp-1 inhibitor: Scp-1 (human) phosphatase inhibition; Q9GZU7; Recombinant Scp1, phosphopeptide, malachite green phosphate absorbance; inhibition, % at 20 µM; actives 0.88% (n = 340,000); AID 493091;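 active = inhibition above about 50% at 20 µM, limit read from the data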;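 note: plate controls were DMSO wells with enzyme for no effect and wells lacking enzyme for full effect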
Target sequence (Q9GZU7 76-261 limits assumed): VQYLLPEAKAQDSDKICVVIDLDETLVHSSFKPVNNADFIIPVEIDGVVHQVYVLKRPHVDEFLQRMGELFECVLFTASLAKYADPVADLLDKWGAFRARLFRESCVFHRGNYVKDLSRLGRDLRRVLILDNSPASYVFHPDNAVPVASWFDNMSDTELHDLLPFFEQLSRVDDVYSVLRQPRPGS
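Material – SCP-1 phosphatase catalytic domain, residues 76-261 · Buffer or medium – Acidic Tris acetate buffer with magnesium and detergent · Also added – Phospho 17-mer peptide substrate · Compound – single 20 µM dose, 1% DMSO · Times – 45 min room-temperature reaction, 5 min colour, 30 min stabiliser · Technique – Phosphate-binding colour reagent, absorbance read at 630 nm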
SUMO1-SIM PPI: SUMO1-SIM interaction modulation; P63165; SUMO1 binding to a labelled peptide, TR-FRET, 1 h; inhibition, % at 20 µM; actives 0.33% (n = 360,000); in the data active = inhibition above about 37%
STEP block: STEP (human) phosphatase inhibition; P54829; recombinant STEP, OMFP fluorogenic substrate, fluorescence; inhibition, % at 20 µM; actives 0.25% (n = 360,000); AID 588621;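 active = inhibition at 20 µM, scaled per plate between control wells, above about 37%, limit read from the data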;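 note: 0% = DMSO with enzyme and substrate and 100% = substrate only without enzyme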
Target sequence (P54829 whole entry, looked up): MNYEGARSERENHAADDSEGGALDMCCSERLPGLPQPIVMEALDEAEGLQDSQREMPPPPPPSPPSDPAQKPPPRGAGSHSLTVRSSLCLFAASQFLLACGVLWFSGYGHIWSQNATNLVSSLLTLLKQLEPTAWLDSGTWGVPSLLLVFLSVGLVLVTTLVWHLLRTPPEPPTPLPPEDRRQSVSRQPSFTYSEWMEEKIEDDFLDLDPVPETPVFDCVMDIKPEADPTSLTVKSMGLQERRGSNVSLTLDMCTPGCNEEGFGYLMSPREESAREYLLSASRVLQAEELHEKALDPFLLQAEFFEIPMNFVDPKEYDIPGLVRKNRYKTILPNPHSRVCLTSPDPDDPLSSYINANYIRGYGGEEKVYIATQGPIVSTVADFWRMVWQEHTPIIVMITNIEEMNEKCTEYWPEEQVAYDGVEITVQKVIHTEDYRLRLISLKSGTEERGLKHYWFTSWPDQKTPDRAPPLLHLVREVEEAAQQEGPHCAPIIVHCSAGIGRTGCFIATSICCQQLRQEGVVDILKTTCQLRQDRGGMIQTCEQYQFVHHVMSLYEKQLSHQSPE
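System: STEP (striatal-enriched tyrosine phosphatase) enzyme, cell-free; medium: Bis-Tris pH 6.0 buffer with DTT, detergent; dosing: 20 µM, 1% DMSO; times: reaction 20 min, ambient temperature; detection: fluorescence, 480/540 nm; read-out basis: normalized % inhibition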
CendR NRP1 mod: modulators of CendR peptide binding to human neuropilin-1; actives 0.85% (n = 360,000); AID 602438; FAM-RPARPAR peptide binding to NRP-1, fluorescence polarization; inhibition, % at 25 µM;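 active = inhibition or corrected inhibition above about 18%, plus a signal ratio from 0.5 to 1.5, limit read from the data, passing the limit was not always enough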; note: strong numbers were not always called active
LMPTP block: blocks human LMPTP phosphatase; actives 0.22% (n = 360,000); recombinant LMPTP-A, OMFP fluorogenic substrate, fluorescence intensity; inhibition, % at 20 µM; P24666;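 active = compounds that cut the enzyme signal by at least half of the control window in the single-dose screen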;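 note: plate controls were DMSO wells with enzyme plus substrate for no effect and substrate without enzyme for full effect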
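Test system – LMPTP-A enzyme · Amount – LMPTP-A at 0.625 nM final in the reaction · Buffer or medium – Bis-Tris pH 6.0, DTT, detergent · Reagent – OMFP 400 µM · Doses – single 20 µM dose · Schedule – reaction 50 min, room temperature, dark · Detection – fluorescence intensity of OMFP turnover product · Evaluation – percent inhibition versus substrate-only and uninhibited controls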
Rpn11 block: inhibitors of human proteasome Rpn11 | calls only at 20 µM | O00487 | human 26S proteasome, Ub4-pepOG fluorescence polarization; 20S core pre-blocked with epoxomicin | actives 0.59% (n = 360,000);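 active = inhibition at 20 µM, scaled to each plate's controls, above about 33%, limit read from the data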
Target sequence (O00487 whole entry, looked up): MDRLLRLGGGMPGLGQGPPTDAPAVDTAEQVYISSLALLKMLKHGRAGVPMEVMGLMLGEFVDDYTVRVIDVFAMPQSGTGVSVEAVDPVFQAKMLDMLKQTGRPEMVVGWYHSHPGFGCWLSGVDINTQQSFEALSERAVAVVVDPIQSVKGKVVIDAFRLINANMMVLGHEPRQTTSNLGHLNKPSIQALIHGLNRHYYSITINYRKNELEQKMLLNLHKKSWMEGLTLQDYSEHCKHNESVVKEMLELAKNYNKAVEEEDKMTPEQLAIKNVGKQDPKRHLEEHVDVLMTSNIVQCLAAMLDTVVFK
DNMT1 block: blocks human DNA methyltransferase DNMT1 | P26358 | AID 588458 | inhibition (reported as % activation of signal), % at 10 µM | actives 0.83% (n = 360,000) | DNMT1 molecular beacon, Hinp1I cleavage, fluorescence; in the data active = inhibition above about 50%
SKN-1 block: blocks SKN-1 activity in C. elegans; C. elegans VP596 Pgst-4::GFP/RFP ratio, acrylamide-induced, 24 h; AID 624304; actives 0.49% (n = 360,000); inhibition, % at 21.8 µM;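 active = interference check ratio from 0.5 to 1.5 plus GFP to RFP signal ratio inhibition reaching or exceeding a fixed threshold, cut at about 30% in these data, passing the limit was not always enough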; note: some compounds called inactive have numbers as strong as hits
NadD block: NadD (S. aureus) enzyme inhibition; AID 602399; purified NadD enzyme, colorimetric absorbance read-out; actives 0.78% (n = 360,000); inhibition, % at 20 µM; in the data active = inhibition above about 26%; note: some compounds past the cut are filed as inactive
MT1-MMP act inh: inhibitors of human MT1-MMP activation; AID 651647; GFP/RFP ratio change, % at 20 µM; P50281; actives 0.061% (n = 360,000); HT1080 RFP-PRO-GFP cells, GFP/RFP ratio fluorescence, overnight; percent of plate control window, DMSO zero;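 active = GFP/RFP ratio change of at least 30% with cell ATP level not reduced by more than half and red fluorescence within 50% of control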; note: strong numbers were not always called active
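Test system: HT1080 RFP-PRO-GFP cells; Benchmarks: DMSO and RFP-L50D-GFP cell wells; Timing: cells overnight before dosing, compound overnight, 37 °C, 5% CO2; Compound: one 20 µM compound dose with 1% DMSO; Read-out: GFP/RFP fluorescence ratio.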
Numbers without * were called inactive; i = inactive; . = no result given.

Start of the data: the first seven entries (preview)
SMILES	Scp-1 inhibitor	SUMO1-SIM PPI	STEP block	CendR NRP1 mod	LMPTP block	Rpn11 block	DNMT1 block	SKN-1 block	NadD block	MT1-MMP act inh
COc1ccc(C(=O)CSc2nnc(-c3cccs3)n2-c2ccccc2)cc1	-13	-4	-5	-10	0.0	i	42	-28	-4	-2
CCOc1nc(N2CCOCC2)nc(C)c1[N+](=O)[O-]	-4	-2	-3	9	-2.4	i	1	16	-1	1
Cc1cccc(C(=O)NNC(=S)NC(=O)c2ccccc2)c1	0	6	5	4	-0.6	i	4	8	-1	2
COc1cc(OC)cc(-c2c(C#Cc3ccsc3)c3cc(-c4ccc(CN5CCOCC5)cc4)ccc3n2C)c1	2	-9	3	-8	5.7	i	-3	-5	6	1
CCn1c(C)nc2cc(C(=O)NNC(=S)Nc3ccc(F)cc3)ccc21	-17	-2	10	-7	-1.0	i	-1	-11	1	0
CCOC(=O)Cn1c(=O)c(F)cn(Cc2ccc(OC)c([N+](=O)[O-])c2)c1=O	-10	-8	-2	-4	-0.4	i	0	5	-5	-3
CCN(CC(=O)NCc1ccc(F)cc1)C(=O)c1ccc(Cl)cc1	-11	1	0	2	-0.7	i	1	-13	-6	0

All compounds of this part, previewed entries included:
SMILES	Scp-1 inhibitor	SUMO1-SIM PPI	STEP block	CendR NRP1 mod	LMPTP block	Rpn11 block	DNMT1 block	SKN-1 block	NadD block	MT1-MMP act inh
COc1ccc(C(=O)CSc2nnc(-c3cccs3)n2-c2ccccc2)cc1	-13	-4	-5	-10	0.0	i	42	-28	-4	-2
CCOc1nc(N2CCOCC2)nc(C)c1[N+](=O)[O-]	-4	-2	-3	9	-2.4	i	1	16	-1	1
Cc1cccc(C(=O)NNC(=S)NC(=O)c2ccccc2)c1	0	6	5	4	-0.6	i	4	8	-1	2
COc1cc(OC)cc(-c2c(C#Cc3ccsc3)c3cc(-c4ccc(CN5CCOCC5)cc4)ccc3n2C)c1	2	-9	3	-8	5.7	i	-3	-5	6	1
CCn1c(C)nc2cc(C(=O)NNC(=S)Nc3ccc(F)cc3)ccc21	-17	-2	10	-7	-1.0	i	-1	-11	1	0
CCOC(=O)Cn1c(=O)c(F)cn(Cc2ccc(OC)c([N+](=O)[O-])c2)c1=O	-10	-8	-2	-4	-0.4	i	0	5	-5	-3
CCN(CC(=O)NCc1ccc(F)cc1)C(=O)c1ccc(Cl)cc1	-11	1	0	2	-0.7	i	1	-13	-6	0
CCCSc1ccc([C@@H]2[C@H]3C(=O)N(CC)C(=O)[C@H]3[C@]3(C(=O)OC)CCCN23)cc1OC	-4	6	2	-1	-0.5	i	-2	15	-1	-3
Oc1ccc(C[C@H]2CNC(=S)N2CC2CCCN2C[C@H](Cc2ccc(O)cc2)N2C[C@H](Cc3ccc(O)cc3)N(CC3CCCCC3)C2=S)cc1 (some centres not stated)	33	10	2	-9	5.3	i	-41	11	48*	-4
CCOC(=O)c1ccc(S(=O)(=O)NNc2ccc(C(F)(F)F)cn2)cc1	2	1	3	2	-0.4	i	-2	-9	-2	0
O=C(C[n+]1cccc(CNC(=O)c2ccc(OC(F)F)cc2)c1)Nc1cc(C(F)(F)F)ccc1Cl	1	-3	5	-6	-1.8	i	-1	-1	0	-2
COc1ccc(N2C(=O)C(O)C2c2ccc(C)cc2)cc1 (configuration not stated)	-4	-2	1	6	-0.6	i	5	7	-5	1
O=C(NNC(=O)C12CC3CC(CC(C3)C1)C2)c1ccccc1[N+](=O)[O-]	-1	-8	1	16	-0.3	i	2	12	0	-3
CCOC(=O)NC(NC(=S)Nc1ccccc1[N+](=O)[O-])C(Cl)(Cl)Cl (configuration not stated)	-2	-18	2	-13	1.2	i	-3	4	6	8
Cc1ccc(C(=O)N2CCOCC2)c(F)c1F	3	-3	0	-8	-0.6	i	16	-6	-1	0
Cc1ccc(C2CCN(C(=O)Nc3ccc(F)cc3)C2)cc1 (configuration not stated)	-8	5	0	3	-0.2	i	3	0	-1	0
CCC1COC(c2cccn2Cc2ccc(Cl)cc2)=N1 (configuration not stated)	1	-1	0	10	5.9	i	1	8	-5	-2
Cc1nc2cc(NC(=O)CSc3nc4c(C)cccc4cc3C#N)ccc2s1	21	-9	2	1	-2.3	i	35	-4	21	-103
O=c1c2sccc2nc(SCc2ccc([N+](=O)[O-])cc2)n1Cc1ccccn1	-1	-18	2	-6	4.1	i	-6	12	5	-6
Clc1ccc(C2Nc3cccc4cccc(c34)N2)cc1Cl	1	2	3	11	4.1	i	-10	2	21	-8

Some of these compounds in order of molecular weight, largest number first:
SMILES	Scp-1 inhibitor	SUMO1-SIM PPI	STEP block	CendR NRP1 mod	LMPTP block	Rpn11 block	DNMT1 block	SKN-1 block	NadD block	MT1-MMP act inh
O=C(C[n+]1cccc(CNC(=O)c2ccc(OC(F)F)cc2)c1)Nc1cc(C(F)(F)F)ccc1Cl	1	-3	5	-6	-1.8	i	-1	-1	0	-2
CCCSc1ccc([C@@H]2[C@H]3C(=O)N(CC)C(=O)[C@H]3[C@]3(C(=O)OC)CCCN23)cc1OC	-4	6	2	-1	-0.5	i	-2	15	-1	-3
COc1ccc(C(=O)CSc2nnc(-c3cccs3)n2-c2ccccc2)cc1	-13	-4	-5	-10	0.0	i	42	-28	-4	-2
Cc1nc2cc(NC(=O)CSc3nc4c(C)cccc4cc3C#N)ccc2s1	21	-9	2	1	-2.3	i	35	-4	21	-103
Cc1ccc(C2CCN(C(=O)Nc3ccc(F)cc3)C2)cc1 (configuration not stated)	-8	5	0	3	-0.2	i	3	0	-1	0
Cc1ccc(C(=O)N2CCOCC2)c(F)c1F	3	-3	0	-8	-0.6	i	16	-6	-1	0

Further records:
SMILES	Scp-1 inhibitor	SUMO1-SIM PPI	STEP block	CendR NRP1 mod	LMPTP block	Rpn11 block	DNMT1 block	SKN-1 block	NadD block	MT1-MMP act inh
COc1cccc(CNC(=O)c2ccc3c(c2)N(C)CCS3)c1OC	-11	4	0	-8	-1.3	i	3	2	0	8
CCOC(=O)C1(CCc2ccccc2)CCN(C2Cc3ccccc3C2)CC1	-5	2	1	4	0.9	i	-2	9	2	-4
CC(=O)NC(Cc1ccc(F)cc1)C(=O)NC1CCN(C(=O)Nc2cccc(C)c2)CC1 (configuration not stated)	-6	0	0	7	0.1	i	0	0	-6	-2
CCN(CC)C(=O)CSc1nc2c(sc(=S)n2-c2ccccc2)c(=O)n1-c1ccccc1OC	-9	-10	1	0	-0.3	i	-1	8	0	-1
CCC1=NC(c2ccccc2)N(O)C1(C)C (configuration not stated)	6	2	2	-8	-1.2	i	-1	-6	7	1
CC(C)CC(=O)N1CCN(Cc2ccccc2[N+](=O)[O-])CC1	-1	-7	1	9	-2.4	i	4	7	-5	4
CC1C/C(=N\NC(=O)c2ccc([N+](=O)[O-])cc2)CC(C)(C)C1 (configuration not stated)	-2	-31	1	3	-0.1	i	-2	-12	-4	2
COc1ccc(Cl)cc1NC(=O)c1c(-c2ccccc2)noc1C	-12	-1	0	4	0.6	i	-1	0	-3	-2
Cc1ccc(F)cc1CNC(=O)C1CCC(=O)N(CCc2ccccc2)C1 (configuration not stated)	-6	4	0	8	-0.5	i	1	2	-1	-1
CCOc1ccccc1N=NC1C(=O)N(C(N)=S)N=C1C (configuration not stated)	-4	-16	18	-3	5.0	i	1	16	4	-13
Cc1ccc(-c2noc(C3CCCN(C(=O)c4ccccc4)C3)n2)o1 (configuration not stated)	6	-1	-5	-8	0.3	i	-6	-2	-5	-2
Cc1nc(N2CCOCC2)c2c(C)c(C(=O)Nc3ccc(F)cc3Cl)sc2n1	3	1	-2	2	2.6	i	0	-6	-1	-1
CCOC(=O)C1CCCN(C(=O)c2ccc3ccccc3c2)CC1 (configuration not stated)	.	-4	-3	3	-0.3	i	1	1	-5	-1
CCOC(=O)C1=C(C)NC(C)=C(C(=O)OCC)C1C(=O)OCC(=O)NC	-5	1	2	20	-1.6	i	2	0	-3	0
CC1=C(C(=O)NC2CCCC(C)C2C)C2(CCCCC2)OC1=O (configuration not stated)	3	4	4	3	-1.6	i	2	8	1	3
CCOC(=O)c1cc(-c2nnc(SCC(=O)Nc3ccc(F)cc3)o2)c(C)nc1C	12	-3	-3	3	0.7	i	-4	5	0	-1
Cn1c(=O)c(C(N)=S)cn(-c2ccccc2)c1=O	-16	-3	-3	2	-1.1	i	-1	7	-2	5
CC(=O)OC[C@@H]1CN(Cc2ccccc2)C[C@H](n2cnc3c(NC4CCCC4)ncnc32)O1	.	-7	0	9	0.6	i	-1	5	-1	4
CSc1nnc2c(n1)c(C)nn2-c1ccc(C)cc1	-11	-15	-1	8	-1.9	i	4	0	1	-1
COc1ccc(C(=O)Nn2c(C)nc3ccccc3c2=O)cc1OC	-1	-1	-1	-6	0.3	i	0	0	-8	1
CN1CCN(C(=O)C2=C[C@H](c3ccc(C(F)(F)F)cc3)C[C@H](OCCCCO)O2)CC1	-5	-3	-2	13	-2.5	i	2	-2	-4	-1
COC(=O)c1cc(NC(=O)CN2C(=O)CSC2=O)ccc1Cl	-4	4	0	18	-6.8	i	1	8	-2	0
COc1ccccc1N1CCN(C(=O)CSc2ccc3c(C)cc(C)nc3n2)CC1	-2	5	0	-9	0.6	i	-6	8	13	-6
Clc1cc(Br)ccc1OCCN1CCOCC1	-30	1	-2	-11	-1.6	i	2	-4	-3	3
Cc1cccnc1NC(=S)Nc1ncccc1C	-2	0	-1	5	-0.6	i	3	3	-3	.
COc1ccc(CCNC2CCN(C)CC2)cc1OC	-9	-4	1	-6	-8.2	i	0	-3	-5	1
CCOc1ccc(NC(=O)COc2cccc3c2CCN(Cc2cccnc2)C3=O)cc1	-3	1	0	3	-1.3	i	0	-10	4	-7
O=C(COc1ccc(S(=O)(=O)N2CCOCC2)cc1)NC1CCCCC1	-5	1	0	1	-1.7	i	4	8	4	0
CC12CC3CC(C)(C1)CC(NCc1ccncc1)(C3)C2	-1	-2	-3	8	-0.7	i	0	-1	-6	-7
CCN(CC(=O)Nc1c(F)cccc1F)C(=O)/C=C/c1c(C)nn(-c2ccc(F)cc2)c1C	2	4	-2	-8	0.9	i	5	15	3	2
CNC(=S)NNC(=O)c1cc(C(C)(C)C)nn1Cc1ccc(F)cc1	-11	0	0	2	-0.4	i	4	2	-3	2
Cc1ccc(-c2nnc(N(C)C(=O)c3ccccn3)s2)cn1	0	3	-1	4	-1.1	i	2	15	-2	5
